# Fh CTSL1 inh – blocks F. hepatica cathepsin L1 in PFM18AAP counter-screen; inhibition, % at 5.96 µM; recombinant F. hepatica cathepsin L1, Z-Leu-Arg-MCA fluorescence; hit rate 0.49% among 300,000;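 active means inhibition above the mean of all tested compounds plus 3 SD, set per screening campaign, cut at about 17% in these data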;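 further: 0% = plate median of test compound wells and 100% = 1 µM Z-Phe-Ala-diazomethylketone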
# VLA-4 inh – inhibition in a human VLA-4 binding assay; P13612; VLA-4 expressing cells, ligand binding flow cytometry; inhibition, % (about 7 µM as worked out from the volumes in the protocol); hit rate 0.2% among 330,000; AID 2557; in the data active means inhibition above about 50%
# procasp3 activ – activates human procaspase-3; recombinant procaspase-3 D3A, Ac-DEVD-pNA absorbance 405 nm; activation, % at 8.5 µM; hit rate 0.11% among 330,000; AID 463141;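 active means activation above the mean of all tested compounds plus 3 SD, cut at about 21% in these data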;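 further: 0% = DMSO alone and 100% = DMSO wells spiked with extra 5 µM PC-3 D3A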
# Target sequence (P42574 whole entry D9A/D28A/D175A): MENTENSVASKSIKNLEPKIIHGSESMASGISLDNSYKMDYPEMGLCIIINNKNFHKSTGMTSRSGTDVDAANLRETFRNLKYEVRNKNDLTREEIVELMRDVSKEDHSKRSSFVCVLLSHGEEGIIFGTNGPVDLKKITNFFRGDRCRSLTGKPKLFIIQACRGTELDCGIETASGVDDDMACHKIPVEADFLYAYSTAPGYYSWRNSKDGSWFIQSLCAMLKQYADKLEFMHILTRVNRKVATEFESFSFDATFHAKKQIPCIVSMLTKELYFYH
#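 Test system: Procaspase-3 D3A mutant; medium: Zinc-free HEPES/NaCl buffer with 0.01% Triton X-100 at pH 7.4; reagent: DEVD-pNA substrate; doses: one concentration, 8.5 µM nominal, 0.8% DMSO; times: 1 h preincubation plus 2 h reaction at 25 °C; signal: Epi-absorbance at 405 nm of released p-nitroaniline, 0 and 120 min; replicates: singlicate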
# proCasp7 act – counter-screen: procaspase-7 (human) activation. recombinant procaspase-7, Ac-DEVD-pNA absorbance 405 nm; D23A/D198A/D206A triple mutant, cannot self-cleave; scale: DMSO 0, 5 µM enzyme 100. activation, % at 8.5 µM. hit rate 0.093% among 330,000;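 active means percent activation above the screen-wide mean plus 3 SD, cut at about 25% in these data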
# Target sequence (P55210 whole entry D23A/D198A/D206A): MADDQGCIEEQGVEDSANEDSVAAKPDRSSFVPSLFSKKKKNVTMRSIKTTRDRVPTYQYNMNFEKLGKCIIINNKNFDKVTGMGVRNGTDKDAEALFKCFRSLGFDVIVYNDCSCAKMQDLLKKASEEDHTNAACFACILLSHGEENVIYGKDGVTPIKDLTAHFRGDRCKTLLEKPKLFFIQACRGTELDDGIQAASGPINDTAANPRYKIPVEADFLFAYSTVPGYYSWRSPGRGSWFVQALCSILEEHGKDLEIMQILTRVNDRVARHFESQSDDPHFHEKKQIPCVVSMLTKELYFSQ
#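 Test system: Procaspase-7 triple mutant (PC-7 D3A). Also added: Ac-DEVD-pNA substrate, 400 µM as added. Schedule: 1 h enzyme–compound preincubation and 2 h substrate reaction, both 25 °C. Signal: p-Nitroaniline absorbance at 405 nm, read at 0 and 120 min. Control set: low DMSO alone, high DMSO plus 5 µM PC-7.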
# HCV core dimer – HCV core protein dimerization inhibition. inhibition, % at 5 µM. hit rate 0.33% among 300,000. AID 1899. TR-FRET GST/Flag-core106 dimerization, 1536-well;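 active means inhibition above the mean of all tested compounds plus 3 SD, set per screening campaign, cut at about 45% in these data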
#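 assay system = GST-tagged and Flag-tagged HCV core protein residues 1-106 | controls = unlabelled core106 and no-GST-core106 wells | incubation = compound-protein-antibody incubation 4 h at 22.5 °C | probe or stimulus = Eu donor and XL665 acceptor anti-tag antibodies | read-out = % inhibition based on acceptor/donor emission ratio | signal = TR-FRET 671 and 617 nm emission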
# PP5 inh – PP5 (human) phosphatase inhibition; P53041; hit rate 0.18% among 320,000; purified PP5c, OMFP substrate fluorescence; AID 1987; inhibition, % at 6.7 µM;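 active means inhibition above the campaign's mean inhibition across all tested compounds plus 3 SD, cut at about 9.5% in these data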;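 further: 0% = DMSO only and 100% = 100 µM cantharidin control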
# Target sequence (P53041 whole entry, looked up): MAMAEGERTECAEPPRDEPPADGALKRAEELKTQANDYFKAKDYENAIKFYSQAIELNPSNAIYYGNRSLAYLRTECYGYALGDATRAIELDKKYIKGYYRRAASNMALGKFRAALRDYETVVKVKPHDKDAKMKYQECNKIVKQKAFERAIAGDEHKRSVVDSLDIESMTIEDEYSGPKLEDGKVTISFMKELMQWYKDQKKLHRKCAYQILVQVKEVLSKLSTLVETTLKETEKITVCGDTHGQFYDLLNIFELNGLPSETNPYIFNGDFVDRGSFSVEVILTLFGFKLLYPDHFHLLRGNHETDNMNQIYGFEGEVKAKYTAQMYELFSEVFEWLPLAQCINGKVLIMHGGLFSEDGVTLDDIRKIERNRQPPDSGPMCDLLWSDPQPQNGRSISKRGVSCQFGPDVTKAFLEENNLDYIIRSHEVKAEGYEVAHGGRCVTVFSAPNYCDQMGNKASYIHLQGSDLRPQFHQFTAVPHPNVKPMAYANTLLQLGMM
# GASC-1 inh – human JMJD2C demethylase inhibition; Q9H3R0; GST-JMJD2C(1-420) H3K9me3 demethylation, DELFIA europium; inhibition, % at 2.35 µM; hit rate 0.069% among 330,000; AID 2099;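 active means more than half of a compound's replicate wells show inhibition beyond 50%, single wells judged on their own value; inconclusive means some, but no more than half, of replicates pass 50% inhibition; inactive means no replicate passes 50% inhibition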;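 further: signal counts dimethyl H3K9 product captured on neutravidin plate; 0% = median of DMSO wells and 100% = 0.3 times that DMSO median; strong numbers were not always called active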
# GRK2 aptamer HTS – human GRK2 inhibition via aptamer displacement; P25098; inhibition of aptamer binding, % at 10 µM; AID 488847; bead flow cytometry, FAM-aptamer displacement from GRK2; hit rate 0.59% among 330,000;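 active means inhibition of aptamer binding above 40%, roughly 3 SD of noise, on plates passing a quality check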;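 further: median bead fluorescence of bound FAM aptamer so fluorescent compounds give negative values; no value below 0 was filed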
# PP1 inh – counter-screen for PP5 inhibitors: inhibitors of human PP1-alpha; hit rate 0.9% among 320,000; AID 2235; purified PP1alpha, OMFP fluorescence; inhibition, % at 6.7 µM;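 active means inhibition above the mean inhibition of all tested compounds plus 3 SD, computed separately for each screening campaign, cut at about 15% in these data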
# Numbers without * were called inactive; i = inactive; u = inconclusive; x = not tested or not shown; & = joins results of further samples. This is a random part of the collection. Share with any hit: about 2.6%.
SMILES,Fh CTSL1 inh,VLA-4 inh,procasp3 activ,proCasp7 act,HCV core dimer,PP5 inh,GASC-1 inh,GRK2 aptamer HTS,PP1 inh
CC(C)CNC(=O)C1CCN(CC2CCCCC2)CC1,4.7,3.9,-4.1,13.3,1.2,-0.5,-2.1,1.0,-0.5
O=C(CCC(=O)N/N=C/c1ccc(Br)s1)NCc1ccccc1,-0.6,12.1,-10.3,5.2,5.5,1.1,5.7,5.0,-0.7
Cn1nc([N+](=O)[O-])nc1Oc1ccccc1C(=O)N1CCOCC1,2.8,7.5,-2.6,-6.1,8.6,1.6,4.9,0.0,-0.3
Cn1c(CSCCOc2ccccc2)n[nH]c1=S,9.3,2.3,-16.4,-19.9,-4.0,-3.0,7.0,0.0,0.8
O=C(/C(=C/c1ccc(Cl)cc1)c1nc2ccccc2[nH]1)c1ccccc1,-1.5,24.7,4.2,4.3,23.2,2.6,-1.9&-28.3,0.0,4.6
COc1ccc(C(=O)/C=C/c2cn(CC(O)CN3CCN(C)CC3)c3ccccc23)cc1OC (configuration not stated),0.9,-6.8,1.8,-2.8,-2.7,-1.5,-15.6,0.0,-3.3
CN(C)S(=O)(=O)c1ccc(C(=O)Nc2nnc(SCc3cccc4ccccc34)s2)cc1,-1.3,2.4,1.8,-4.5,10.5,1.0,2.5,0.0,-1.9
O=S1(=O)N[C@H](c2ccccc2)C[C@H](c2ccc(C(F)(F)F)cc2)O1,-1.5,5.2,6.4,-5.1,-7.7,2.7,0.2,4.0,-2.3
COc1cccc(NC(=O)c2cc(=O)c3ccccc3o2)c1,-3.4,4.1,9.3,-4.1,-3.6,0.6,11.5,0.0,2.2
c1ccc(N2CCN(c3nnc(Cc4cccnc4)c4ccccc34)CC2)nc1,-4.9,-17.3,-2.6,2.0,2.2,0.5,2.7,3.0,0.1
CCCN(CC(=O)Nc1ccccc1C)C(=O)C1CC(=O)N(c2cccc(C)c2C)C1 (configuration not stated),-1.1,8.0,0.4,17.4,-2.3,-1.0,-2.3,4.0,-3.0
CCOC(=O)C1CCN(C(=O)COc2ccc(Br)cc2C)CC1,2.1,0.9,2.8,4.2,-2.3,0.0,1.9,0.0,-0.9
CC1(C)CC(=O)c2c(O)cc(OCc3ccc(Br)cc3)cc2O1,4.7,-13.5,-3.8,-24.0,3.6,-0.2,-8.8,0.0,-1.7
CCOC(=O)C1CCN(C(=O)c2cc3cc4ccc(OC)cc4nc3o2)CC1,4.7,9.3,3.9,2.2,3.5,0.3,2.7,1.0,-0.8
O=C(O)CCSc1ccc([N+](=O)[O-])cc1[N+](=O)[O-],-0.8,-7.2,-2.7,4.0,-4.0,2.4,-15.4,1.0,5.2
CS(=O)(=O)c1ccc(Cl)c(NC(=O)CCN2C(=O)C3CC=CCC3C2=O)c1 (configuration not stated),x,-16.9,8.2,-7.9,x,-0.9,-2.9,0.0,-1.1
CCOc1ccc(-c2nnc3sc(COc4ccccc4)nn23)cc1,-1.4,-2.1,-1.6,3.8,5.9,2.9,5.6,0.0,6.9
Cc1cccc(C(=O)NNC(=O)c2ccc(Cl)cc2)c1O,0.1,2.9,4.5,7.4,-0.6,-2.1,-6.0,1.0,-0.5
OCC(CO)(CO)N=Cc1c(O)ccc2ccccc12,-0.3,11.8,-2.7,-15.5,-3.8,-0.3,8.5,1.0,2.5
CC(C(=O)O/N=C(\N)c1ccccn1)c1ccc([N+](=O)[O-])cc1 (configuration not stated),2.6,2.2,-5.3,-2.0,-9.7,3.8,-3.2,0.0,-1.6
Cc1ccc(C(=O)NCc2ccc(Cl)cc2)cc1S(=O)(=O)N1CCCCC1,x,12.1,-5.3,2.3,x,1.3,-2.1,1.0,-1.3
Cc1cccc(NC(=O)COC(=O)c2ccc3nc(C)c(C)nc3c2)c1,x,11.8,-0.7,-18.4,x,x,1.9,1.0,x
Cc1ccc2sc(NNC(=O)C3=COCCO3)nc2c1C,0.5,5.1,-3.2,-5.0,0.9,-1.1,3.9,0.0,-1.8
O=C(/C=C/NCc1cccnc1)c1ccc(-c2ccccc2)cc1,1.5,-3.7,-7.2,-7.8,4.5,2.9,3.7,17.0,6.5
CC(=O)Nc1ccc(-c2csc(Nc3cc(C)ccn3)n2)cc1,2.0,9.6,2.2,-3.9,3.4,4.2,5.6,2.0,-1.9
COCCn1c(CN2CCN(c3cccc(Cl)c3)CC2)nc2c1c(=O)n(C)c(=O)n2C,1.0,-0.1,6.5,5.8,-3.9,1.1,-21.2,0.0,2.5
COc1ccc(C(=O)Nc2ccc(-c3nnn(CC(=O)NCc4ccco4)n3)cc2)cc1,-1.0,6.4,1.3,5.3,6.0,-3.3,5.5,0.0,20.2*
CN(C)c1cccc(NC(=O)c2cccc3ccccc23)c1,0.8,0.4,4.0,-1.6,-6.5,3.4,-134.7,0.0,-0.1
COc1ccccc1CNC(=O)C1CC(c2ccccc2[N+](=O)[O-])=NO1 (configuration not stated),2.4,14.8,1.7,-12.9,-2.5,1.4,5.6,4.0,1.6
Brc1ccc(-c2nn3c(-c4ccccn4)nnc3s2)o1,0.6,7.4,-8.2,0.1,10.2,1.5,24.9,0.0,13.3
CC(NC(=O)COC(=O)c1ccccc1SCC(=O)N1CCCC1)c1ccccc1 (configuration not stated),-3.8,8.4,-1.2,2.7,2.9,-1.2,-2.8,1.0,-3.9
c1ccc(CCn2nnnc2C(c2cccnc2)N2CCN(c3ccccc3)CC2)cc1 (configuration not stated),2.0,17.9,2.3,-2.9,2.5,-0.5,-12.8,5.0,4.1
CCOc1ccc(NC(=O)CN(C)C(=O)c2cc(-c3ccc(OC)cc3)nc3ccccc23)cc1OCC,2.4,-2.8,0.2,4.8,11.7,3.2,-10.2,0.0,-2.5
Cc1nnc(NC(=O)CSc2nccn2-c2ccc(F)cc2)s1,3.1,29.3,-1.0,7.2,-4.0,0.4,-6.4,0.0,1.3
CC1(C)Cc2c(cnn2-c2ccccc2)C(NC(=O)c2ccoc2)C1 (configuration not stated),9.7,-27.0,-0.8,-0.6,-24.9,-7.2,-3.9,0.0,1.7
O=C(c1ccc(S(=O)(=O)N2CCCCCC2)cc1)N1CCN(Cc2ccccc2)CC1,x,29.2,4.8,4.0,x,1.5,-5.1,0.0,1.4
CCN1CCCC1CNC(=O)c1ccc2c(c1)NC(=O)/C(=C\c1ccc(OC)c(OC)c1)S2 (configuration not stated),2.1,11.6,3.9,-11.3,-16.0,2.3,-21.5,0.0,2.2
CCOc1ccc(OCC)c(NC(=O)CN2CCN(c3cc(C)ccc3C)CC2)c1,0.3,10.4,9.8,17.6,5.3,2.9,10.6,0.0,2.5
O=C(COC(=O)c1cncc(Br)c1)NCc1ccc2c(c1)OCO2,-5.2,-2.0,-10.0,6.1,1.4,-0.9,2.3,4.0,-1.9
Cc1ccc(S(=O)(=O)N(C)CC(=O)NNC(=O)Cc2ccccc2F)cc1,x,-3.9,9.3,1.1,x,x,-0.2,0.0,x
Cc1ccc(Nc2nc(N)c([N+](=O)[O-])c(N3CCC(C)CC3)n2)cc1C,1.1,6.7,-16.2,1.4,2.1,1.9,-3.1,1.0,-1.3
CN(C)C(=O)CCN1CCOCC1,-3.8,10.9,2.2,-1.6,-9.6,0.0,5.9,2.0,-0.2
CCOC(=O)C1=C(C)NC2=C(C(=O)C(C(=O)OC)C(C)C2)C1c1ccc(OC)c(O)c1 (configuration not stated),-0.5,-9.4,-1.1,-0.3,-0.3,0.1,u,7.0,2.0
C[C@@H](NC(=O)C1(c2ccccc2)CCN(C(=O)OC(C)(C)C)CC1)C(=O)N[C@@H](C(=O)O)c1ccccc1,5.4,3.9,1.9,5.5,1.4,1.2,-7.1,0.0,-5.6
COc1ccccc1NC(=O)N1CCCC1C(=O)Nc1nnc(C(C)C)s1 (configuration not stated),-5.4,-21.9,-4.2,9.0,-5.7,3.7,-3.3,1.0,-6.6
C/C(=N\NC(N)=O)c1ccc(Cl)s1,-1.0,0.1,3.7,-5.8,-4.3,1.1,4.1,3.0,-2.5
COc1cc(C)c(NC(=S)Nc2ccc(C)c(Cl)c2)cc1OC,4.0,16.4,-12.6,-17.6,3.7,0.1,5.5,0.0,0.9
O=C(Cc1nn[nH]n1)NCc1ccccc1Cl,5.5,0.1,-0.9,-12.8,-2.5,-2.4,3.3,1.0,-0.3

# Molecules from the list above with bromine:
SMILES,Fh CTSL1 inh,VLA-4 inh,procasp3 activ,proCasp7 act,HCV core dimer,PP5 inh,GASC-1 inh,GRK2 aptamer HTS,PP1 inh
O=C(CCC(=O)N/N=C/c1ccc(Br)s1)NCc1ccccc1,-0.6,12.1,-10.3,5.2,5.5,1.1,5.7,5.0,-0.7
CCOC(=O)C1CCN(C(=O)COc2ccc(Br)cc2C)CC1,2.1,0.9,2.8,4.2,-2.3,0.0,1.9,0.0,-0.9
CC1(C)CC(=O)c2c(O)cc(OCc3ccc(Br)cc3)cc2O1,4.7,-13.5,-3.8,-24.0,3.6,-0.2,-8.8,0.0,-1.7
Brc1ccc(-c2nn3c(-c4ccccn4)nnc3s2)o1,0.6,7.4,-8.2,0.1,10.2,1.5,24.9,0.0,13.3
O=C(COC(=O)c1cncc(Br)c1)NCc1ccc2c(c1)OCO2,-5.2,-2.0,-10.0,6.1,1.4,-0.9,2.3,4.0,-1.9

# Following part
SMILES,Fh CTSL1 inh,VLA-4 inh,procasp3 activ,proCasp7 act,HCV core dimer,PP5 inh,GASC-1 inh,GRK2 aptamer HTS,PP1 inh
O=C(NCc1ccc(F)cc1)c1cc2c(s1)CCCC2,-3.1,36.9,2.2,7.0,9.1,2.4,i,1.0,1.1
O=C1CC(N2CCN(S(=O)(=O)c3ccccc3F)CC2)C(=O)N1c1ccc(F)cc1F (configuration not stated),x,-3.5,0.2,10.6,x,x,3.2,1.0,x
Cn1c(=NCC(O)COc2ccccc2)sc2ccccc21 (configuration not stated),-1.9,6.6,7.0,-3.4,-0.3,1.9,-2.0,3.0,2.0
COc1ccc(NC(=S)NNC(=O)c2cccnc2)cc1OC,0.8,1.7,-12.8,-0.5,-1.8,-0.5,-2.1,3.0,-1.0
Cc1cc(C)n(-c2ccc(C(=O)Nc3sccc3C(N)=O)cc2)n1,5.2,17.7,5.2,3.1,19.5,2.4,-4.3,1.0,-0.2
Cc1ccc2cc(COC(=O)c3ccncc3)c(=O)[nH]c2c1,-2.2,-0.7,-3.5,-10.1,0.7,1.2,28.2,0.0,0.8
CC(C)c1ccc(NC(=O)c2cc3c(=O)n(C)c4ccccc4c3n2C)cc1,-0.4,2.4,-0.9,-1.0,13.5,2.3,3.0,0.0,-4.0

# Screening data deposited in PubChem by several laboratories.
